NSD2 block: inhibitors of human NSD2, primary screen, biochemical, plate reader, single point. Histone-lysine N-methyltransferase NSD2 (Homo sapiens), O96028. NSD2-SET H3K36me1 DELFIA fluorescence. inhibition, % at 12.5 µM. 44,000 compounds, 0.07% hits. AID 624260, 2012; in the data active = inhibition above about 54%, passing the limit was not always enough;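 note: inhibitors reduce the monomethyl H3K36 fluorescence signal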
Target sequence (O96028 whole entry, looked up): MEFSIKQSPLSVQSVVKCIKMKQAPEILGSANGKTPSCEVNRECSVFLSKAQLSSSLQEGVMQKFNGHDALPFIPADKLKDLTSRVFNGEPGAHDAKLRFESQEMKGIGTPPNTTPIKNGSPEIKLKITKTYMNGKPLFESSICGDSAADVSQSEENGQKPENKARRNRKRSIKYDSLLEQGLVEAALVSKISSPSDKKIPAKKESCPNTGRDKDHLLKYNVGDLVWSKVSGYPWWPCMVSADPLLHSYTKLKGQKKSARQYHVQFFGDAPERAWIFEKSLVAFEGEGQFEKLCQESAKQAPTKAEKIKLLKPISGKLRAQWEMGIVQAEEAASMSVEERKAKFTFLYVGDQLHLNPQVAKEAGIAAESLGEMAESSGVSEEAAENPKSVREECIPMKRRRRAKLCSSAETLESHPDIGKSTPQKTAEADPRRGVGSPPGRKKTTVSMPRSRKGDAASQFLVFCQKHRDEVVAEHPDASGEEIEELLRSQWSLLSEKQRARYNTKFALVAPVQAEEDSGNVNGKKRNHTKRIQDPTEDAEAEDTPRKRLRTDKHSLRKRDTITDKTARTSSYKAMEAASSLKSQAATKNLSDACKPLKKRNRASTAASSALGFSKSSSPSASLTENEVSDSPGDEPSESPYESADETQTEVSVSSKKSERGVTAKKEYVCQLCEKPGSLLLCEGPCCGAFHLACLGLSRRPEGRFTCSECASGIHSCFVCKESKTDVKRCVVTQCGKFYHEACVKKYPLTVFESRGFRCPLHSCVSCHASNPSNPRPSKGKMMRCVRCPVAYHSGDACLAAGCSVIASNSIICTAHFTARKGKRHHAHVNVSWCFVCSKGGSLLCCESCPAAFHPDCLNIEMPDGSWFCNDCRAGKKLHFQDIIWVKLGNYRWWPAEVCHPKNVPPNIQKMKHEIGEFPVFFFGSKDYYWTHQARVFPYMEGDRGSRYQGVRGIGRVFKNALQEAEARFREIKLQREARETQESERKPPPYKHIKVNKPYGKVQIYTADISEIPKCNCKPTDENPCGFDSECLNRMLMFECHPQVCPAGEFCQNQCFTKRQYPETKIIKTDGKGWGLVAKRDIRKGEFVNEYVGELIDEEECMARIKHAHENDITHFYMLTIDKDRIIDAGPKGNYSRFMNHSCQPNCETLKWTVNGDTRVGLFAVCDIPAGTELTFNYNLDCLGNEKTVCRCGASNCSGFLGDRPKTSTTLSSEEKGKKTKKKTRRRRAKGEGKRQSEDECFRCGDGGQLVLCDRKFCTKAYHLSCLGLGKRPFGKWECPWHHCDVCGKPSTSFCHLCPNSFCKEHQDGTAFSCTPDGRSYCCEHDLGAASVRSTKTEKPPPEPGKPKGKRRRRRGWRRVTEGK
The depositor's hits bear a star; i = inactive. These rows are one share of the data, so the mix of outcomes need not match the whole.

canonical_smiles	NSD2 block
Cc1noc(C)c1S(=O)(=O)Nc1ccc2c(c1)CC(=O)N([C@@H](C)CO)C[C@@H](C)[C@H](CN(C)C(=O)Nc1ccc(C(F)(F)F)cc1)O2	12
CC(=O)N(C)C[C@H]1Oc2cc(C#CC(C)C)ccc2S(=O)(=O)N([C@H](C)CO)C[C@H]1C	3
C[C@H]1CN([C@@H](C)CO)S(=O)(=O)c2ccc(-c3ccccc3F)cc2O[C@@H]1CN(C)Cc1cccnc1	6
CCCNC(=O)N(C)C[C@@H]1Oc2cc(C#CC(C)(C)O)ccc2S(=O)(=O)N([C@H](C)CO)C[C@@H]1C	-1
CCn1nc(C)c(N=Cc2ccc(N(C)C)c(Br)c2)c1C	1
C[C@@H]1CCCCO[C@@H](CN(C)Cc2ccncc2)[C@@H](C)CN([C@H](C)CO)C(=O)c2cc(NC(=O)Nc3ccccc3)ccc2O1	4
C=CCN1C(=O)[C@@]2(O[C@@H](CCn3cc(CCO)nn3)[C@H]([Si](C)(C)c3ccc(OC)cc3)[C@H]2C)c2cc(N3C(=O)c4cccc5cccc3c45)ccc21	-3
C[C@@H]1CCCCO[C@@H](CN(C)Cc2ccc(C(F)(F)F)cc2)[C@H](C)CN([C@H](C)CO)C(=O)c2cc(NC(=O)Nc3ccccc3)ccc2O1	-2
C[C@H]1CN([C@@H](C)CO)C(=O)c2cc(C#CCc3ccccc3)cnc2O[C@H]1CN(C)Cc1ccccn1	10
CC(C)NC(=O)Nc1ccc2c(c1)CC(=O)N([C@H](C)CO)C[C@H](C)[C@H](CN(C)CC1CCCCC1)O2	2
C[C@]12C=CC(=O)C=C1CC[C@@H]1[C@@H]2[C@@H](O)C[C@@]2(C)[C@H]1CC[C@]2(O)C(=O)CO	-1
O=C(CCCCCCC(=O)Nc1ccccc1O)N/N=C/c1c[nH]c2ccccc12	3
C[C@@H]1CN([C@H](C)CO)S(=O)(=O)c2ccc(-c3cncnc3)cc2O[C@H]1CN(C)C(=O)c1cccc(F)c1	1
CNC[C@@H]1Oc2ncc(Br)cc2C(=O)N([C@@H](C)CO)C[C@@H]1C	-7
Nc1ccc(S(=O)(=O)NC(=O)c2ccccc2)cc1	5
CCCNC(=O)C[C@H]1C[C@H]2c3cc(NC(=O)CN(C)C)ccc3O[C@H]2[C@H](CO)O1	-7
COc1ccc(NC(=O)N(C)C[C@@H]2OCCCC[C@H](C)Oc3ccc(NS(=O)(=O)c4ccccc4)cc3C(=O)N([C@H](C)CO)C[C@@H]2C)cc1	7
C[C@@H]1CN([C@@H](C)CO)C(=O)c2cc(NC(=O)Nc3ccc(F)cc3)ccc2O[C@H]1CN(C)Cc1ccc(-c2ccccc2)cc1	0
COc1ccc(C#Cc2cnc3c(c2)C(=O)N([C@H](C)CO)C[C@H](C)[C@H](CN(C)C(=O)NC2CCCCC2)O3)cc1OC	3
C[C@H]1CN([C@@H](C)CO)C(=O)Cc2cc(NC(=O)c3ccncc3)ccc2O[C@H]1CN(C)Cc1ccc(Cl)c(Cl)c1	-5

(next part)
canonical_smiles	NSD2 block
CNC[C@H]1Oc2cc(C#CC(C)C)ccc2S(=O)(=O)N([C@@H](C)CO)C[C@@H]1C	-8
C[C@H](CO)N1C[C@H](C)[C@H](CN(C)C(=O)Nc2ccc(F)cc2)Oc2ccc(NS(C)(=O)=O)cc2C1=O	-2
C[C@@H]1CN([C@@H](C)CO)C(=O)Cc2cc(N(C)C)ccc2O[C@H]1CN(C)Cc1ccc(C(=O)O)cc1	-9
C[C@@H]1CN([C@@H](C)CO)C(=O)c2cc(NS(C)(=O)=O)ccc2O[C@@H]1CN(C)Cc1ccc(Cl)c(Cl)c1	-2
C[C@H]1CN([C@@H](C)CO)C(=O)c2cc(NC(=O)CCC(F)(F)F)ccc2O[C@@H]1CN(C)S(=O)(=O)c1cccs1	3
C[C@@H](O)C#Cc1ccc2c(c1)O[C@H](CN(C)CC1CCOCC1)[C@@H](C)CN([C@@H](C)CO)S2(=O)=O	1
C[C@@H]1CN([C@@H](C)CO)C(=O)Cc2cc(NC(=O)C3CC3)ccc2O[C@H]1CN(C)C(=O)Nc1cccc2ccccc12	-9
COc1ccc([Si](C)(C)[C@@H]2[C@@H](CC(=O)N3Cc4ccccc4C[C@H]3CO)O[C@]3(C(=O)N(Cc4ccc(I)cc4)c4ccccc43)[C@H]2C)cc1	8
COc1ccc(S(=O)(=O)Nc2cccc3c2O[C@@H](CN(C)S(=O)(=O)c2cn(C)cn2)[C@H](C)CN([C@@H](C)CO)C3=O)cc1	2
CC(C)C#Cc1cnc2c(c1)C(=O)N([C@H](C)CO)C[C@H](C)[C@@H](CN(C)C(=O)CC1CC1)O2	-3
OCc1ccccc1O	-4
C[C@@H]1CN([C@H](C)CO)C(=O)c2cc(NC(=O)Cc3cn(C)c4ccccc34)ccc2O[C@H]1CN(C)Cc1ccc(C(F)(F)F)cc1	-13
C[C@@H]1CN([C@@H](C)CO)C(=O)c2cc(NC(=O)NC3CCCCC3)ccc2O[C@@H]1CN(C)Cc1ccc(-c2ccccc2)cc1	5
Cc1noc(C)c1NC(=O)N(C)C[C@H]1Oc2ccc(NC(=O)C3CCCCC3)cc2C(=O)N([C@H](C)CO)C[C@@H]1C	-1
O=c1c(O[C@@H]2O[C@H](CO)[C@H](O)[C@H](O)[C@H]2O)c(-c2ccc(O)cc2)oc2cc(O)cc(O)c12	0
COc1ccccc1-c1cnc2c(c1)C(=O)N([C@H](C)CO)C[C@@H](C)[C@H](CN(C)C(=O)c1ccccc1)O2	-9
COCC#Cc1cnc2c(c1)C(=O)N([C@@H](C)CO)C[C@H](C)[C@H](CN(C)Cc1ccc(F)cc1)O2	-1
C[C@H](CO)N1C[C@H](C)[C@H](CN(C)C(=O)Cc2ccncc2)Oc2cc(-c3cncnc3)ccc2S1(=O)=O	-26
CN1CCN(C(=O)C2=C[C@H](C3CCCCC3)C[C@H](OCc3ccc(CO)cc3)O2)CC1	10
C[C@H]1CN([C@@H](C)CO)C(=O)c2cc(-c3ccc(C#N)cc3)cnc2O[C@H]1CN(C)C(=O)Nc1ccccc1	6

Next results
canonical_smiles	NSD2 block
COc1ccc(S(=O)(=O)Nc2ccc3c(c2)CC(=O)N([C@@H](C)CO)C[C@H](C)[C@H](CN(C)S(=O)(=O)c2c(C)noc2C)O3)cc1	0
C[C@@H]1CN([C@H](C)CO)C(=O)c2cc(N(C)C)ccc2O[C@@H](C)CCCCO[C@@H]1CN(C)S(=O)(=O)c1cccs1	4
COc1ccc(S(=O)(=O)Nc2ccc3c(c2)C(=O)N([C@@H](C)CO)C[C@H](C)[C@H](CN(C)C(=O)Cc2ccccc2)OCCCC[C@@H](C)O3)cc1	11
C[C@H](CO)N1C[C@H](C)[C@H](CN(C)C(=O)c2ccncc2)OCCCC[C@H](C)Oc2ccc(NS(=O)(=O)c3ccccc3)cc2C1=O	-4
C[C@@H]1CN([C@@H](C)CO)C(=O)c2cccc(NC(=O)c3ccncc3)c2O[C@@H]1CN(C)C(=O)NC1CCCCC1	3
CC(C)ON([C@@H](C(=O)NO)C(C)C)S(=O)(=O)c1ccc(-c2ccccc2)cc1	-3
Cc1noc(C)c1NC(=O)N(C)C[C@H]1Oc2ccc(NS(=O)(=O)c3cn(C)cn3)cc2CC(=O)N([C@@H](C)CO)C[C@H]1C	4
CN(C)C(=O)C[C@@H]1C=C[C@H](NC(=O)c2ccc(F)cc2)[C@@H](CO)O1	0
C[C@@H]1CN([C@H](C)CO)C(=O)c2cc(C#CCN(C)C)cnc2O[C@H]1CN(C)S(=O)(=O)c1cn(C)cn1	1
Cc1noc(C)c1NC(=O)N(C)C[C@@H]1Oc2ccc(NC(=O)Cc3cn(C)c4ccccc34)cc2C(=O)N([C@H](C)CO)C[C@H]1C	25
C[C@H](CO)N1C[C@H](C)[C@H](CN(C)CC2CCCCC2)Oc2ccc(NC(=O)CCN3CCOCC3)cc2CC1=O	i
C[C@@H]1CN([C@H](C)CO)C(=O)c2cccc(NC(=O)C3CC3)c2O[C@H]1CN(C)S(=O)(=O)c1cccs1	-3
C/C=C/c1ccc2c(c1)O[C@H](CN(C)CCC)[C@H](C)CN([C@H](C)CO)S2(=O)=O	11
C[C@H]1CN([C@@H](C)CO)S(=O)(=O)c2ccc(C#CC3CC3)cc2O[C@@H]1CN(C)Cc1ccc(F)cc1	4
Cc1noc(C)c1NC(=O)N(C)C[C@H]1Oc2ccc(NC(=O)CCN3CCOCC3)cc2CC(=O)N([C@@H](C)CO)C[C@@H]1C	-1
COc1ccc(NC(=O)Nc2ccc3c(c2)C(=O)N([C@@H](C)CO)C[C@@H](C)[C@H](CN(C)C(=O)Nc2ccc(F)cc2)OCCCC[C@@H](C)O3)cc1	1
C[C@H]1CN([C@@H](C)CO)C(=O)c2cc(NC(=O)C3CC3)ccc2O[C@H]1CN(C)S(=O)(=O)c1cn(C)cn1	3
C[C@@H]1CN([C@H](C)CO)S(=O)(=O)c2ccc(Br)cc2O[C@H]1CN(C)C(=O)CN(C)C	2
COc1ccc(CN(C)C[C@@H]2OCCCC[C@H](C)Oc3ccc(NS(=O)(=O)c4c(C)noc4C)cc3C(=O)N([C@@H](C)CO)C[C@@H]2C)cc1	1
C[C@H](CO)N1C[C@H](C)[C@H](CN(C)C(=O)c2cnccn2)Oc2cc(Br)ccc2S1(=O)=O	2

Brought forward from above: 3 entries, then new ones.
canonical_smiles	NSD2 block
C[C@@H]1CN([C@H](C)CO)S(=O)(=O)c2ccc(Br)cc2O[C@H]1CN(C)C(=O)CN(C)C	2
COc1ccc(CN(C)C[C@@H]2OCCCC[C@H](C)Oc3ccc(NS(=O)(=O)c4c(C)noc4C)cc3C(=O)N([C@@H](C)CO)C[C@@H]2C)cc1	1
C[C@H](CO)N1C[C@H](C)[C@H](CN(C)C(=O)c2cnccn2)Oc2cc(Br)ccc2S1(=O)=O	2
Clc1ccc(COC(Cn2ccnc2)c2ccc(Cl)cc2Cl)c(Cl)c1 (configuration not stated)	0
C[C@@H]1CN([C@H](C)CO)C(=O)Cc2cc(NS(=O)(=O)c3ccc(Cl)cc3)ccc2O[C@H]1CN(C)C(=O)Nc1ccc(F)cc1	-2
C[C@H](CO)N1C[C@H](C)[C@H](CN(C)Cc2ccc(Cl)c(Cl)c2)Oc2c(NC(=O)CCCCCC(=O)Nc3ccccc3N)cccc2C1=O	-6
Cc1noc(C)c1NC(=O)N(C)C[C@H]1Oc2c(NC(=O)NC3CCCCC3)cccc2C(=O)N([C@@H](C)CO)C[C@H]1C	-1
O=c1ccc2ccccc2o1	2
C[C@@H]1CN([C@H](C)CO)C(=O)c2cc(-c3cccc(F)c3)cnc2O[C@H]1CN(C)CC1CCCC1	4
Cc1ccc(S(=O)(=O)Nc2ccc3c(c2)CC(=O)N([C@@H](C)CO)C[C@@H](C)[C@H](CN(C)C(=O)NC(C)C)O3)cc1	5
C[C@@H]1CN([C@@H](C)CO)C(=O)c2cccc(NS(=O)(=O)c3ccc(Cl)cc3)c2O[C@@H]1CN(C)Cc1ccc(-c2ccccc2)cc1	-1
C/C=C/c1ccc2c(c1)O[C@H](CN(C)C(=O)NC(C)C)[C@H](C)CN([C@H](C)CO)S2(=O)=O	-9
CC(=O)N(C)C[C@@H]1Oc2cc(-c3ccccc3C)ccc2S(=O)(=O)N([C@@H](C)CO)C[C@@H]1C	-2
CC(C)C#Cc1cnc2c(c1)C(=O)N([C@H](C)CO)C[C@H](C)[C@@H](CN(C)C(=O)C1CCC1)O2	0
COc1ccc(S(=O)(=O)N(C)C[C@H]2Oc3ccc(NC(=O)C4CCCCC4)cc3C(=O)N([C@H](C)CO)C[C@@H]2C)cc1	5
COCC(=O)N(C)C[C@H]1Oc2ncc(-c3ccc(F)cc3)cc2C(=O)N([C@H](C)CO)C[C@H]1C	2
COc1ccc(NC(=O)Nc2cccc3c2O[C@@H](CN(C)S(C)(=O)=O)[C@H](C)CN([C@@H](C)CO)C3=O)cc1	3
C[C@H]1CN([C@@H](C)CO)C(=O)c2cc(NC(=O)NC3CCCCC3)ccc2O[C@@H]1CN(C)S(=O)(=O)c1cccs1	-2
COc1ccc(NC(=O)N(C)C[C@@H]2Oc3ccc(N(C)C)cc3C(=O)N([C@H](C)CO)C[C@H]2C)cc1	7
C/C=C/c1cnc2c(c1)C(=O)N([C@@H](C)CO)C[C@H](C)[C@H](CN(C)Cc1cccc(C(=O)O)c1)O2	2
C#Cc1ccc(OC)c(OC)c1	2
COc1ccc(S(=O)(=O)Nc2ccc3c(c2)C(=O)N([C@@H](C)CO)C[C@H](C)[C@H](CN(C)C)OCCCC[C@@H](C)O3)cc1	0
Cc1ccc(S(=O)(=O)N(C)C[C@H]2Oc3ccc(NS(=O)(=O)c4cccs4)cc3CC(=O)N([C@@H](C)CO)C[C@H]2C)cc1	0

3 records picked at random from the list so far, as already listed:
canonical_smiles	NSD2 block
Cc1ccc(S(=O)(=O)N(C)C[C@H]2Oc3ccc(NS(=O)(=O)c4cccs4)cc3CC(=O)N([C@@H](C)CO)C[C@H]2C)cc1	0
COc1ccc(S(=O)(=O)Nc2ccc3c(c2)C(=O)N([C@@H](C)CO)C[C@H](C)[C@H](CN(C)C)OCCCC[C@@H](C)O3)cc1	0
C[C@@H]1CN([C@@H](C)CO)C(=O)c2cccc(NS(=O)(=O)c3ccc(Cl)cc3)c2O[C@@H]1CN(C)Cc1ccc(-c2ccccc2)cc1	-1
